Source: PubChem BioAssay
14-3-3 PPI – modulators of 14-3-3 gamma protein binding, primary screen, biochemical, fluorescence polarization. inhibition, % at 40 µM. AID 422, 2006. FP, 14-3-3gamma / TMR-pS259-Raf peptide binding. 160,000 tested, 0.19% active. 14-3-3 protein gamma (Homo sapiens), P61981; in the data active = inhibition above about 30%;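 note: 0% = protein plus tracer without compound and 100% = blank with tracer alone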
Target sequence (P61981 whole entry, looked up): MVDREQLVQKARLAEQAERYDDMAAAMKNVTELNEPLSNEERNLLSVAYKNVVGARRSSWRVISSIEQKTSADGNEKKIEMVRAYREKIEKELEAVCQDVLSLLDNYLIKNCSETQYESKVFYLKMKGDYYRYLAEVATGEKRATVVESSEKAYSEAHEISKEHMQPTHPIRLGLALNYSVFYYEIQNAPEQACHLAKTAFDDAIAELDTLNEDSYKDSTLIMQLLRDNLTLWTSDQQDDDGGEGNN
Starred values were filed as active, the others as inactive; & = joins results of further samples. An excerpt (hit frequency here may not be typical).

SMILES	14-3-3 PPI
O=C1C(=O)N(Cc2cccnc2)C(c2cccc([N+](=O)[O-])c2)/C1=C(\O)c1ccc(F)cc1 (stereo unspecified)	-2.4
O=C(CCCn1c(=O)[nH]c2ccsc2c1=O)N1CCN(c2ccccn2)CC1	0.6&-9.2
CCOc1ccccc1NC(=O)CCn1c(=O)oc2ccccc21	9.2
O=C(CSc1nc2ccccc2c(=O)n1CCCN1CCN(c2cccc(Cl)c2)CC1)N1CCCCCC1	3.7
CCOC(=O)N1CCN(C(=O)c2cnn3c(C(F)F)cc(-c4ccc(C)cc4)nc23)CC1	8.3
COc1cc(=O)n2c(-c3ccccc3)csc2n1	0.5
CCCCNC(=O)C1c2ccccc2Oc2ccccc21	-4.9
N#CCCN1CCN(C(=S)c2ccc(-c3cccc(Cl)c3)o2)CC1	-4.8
Cc1cc2c(cc1C)NC(c1c(C)n(C)n(-c3ccccc3)c1=O)C1=C(CC(C)(C)CC1=O)N2 (stereo unspecified)	-7.6
CCc1ccccc1N(CC(=O)NCCSCc1ccco1)S(C)(=O)=O	-6.2
O=C(OCn1nnc2ccccc2c1=O)C1CCCCC1	5.9
Cc1oc(CC(C)C)cc1C(=O)Nc1ccccc1C(=O)O	-4.4
CCn1cc(SCC(=O)Nc2ccccc2)c2ccccc21	-7.3
N#Cc1cccc2cnccc12	-8.4
O=C(Nc1nc(-c2ccc(Cl)s2)cs1)c1cccc(Oc2ccccc2)c1	-4.9
O=C1CSC(c2ccccc2F)N1CCN1CCCCC1 (stereo unspecified)	-3.6&4.2
COc1ccc2ncn(-c3ccccc3)c2c1	1.0
COc1cccc(C(C(=O)NCc2ccco2)N(C(=O)Cn2nnc3ccccc32)C2CC2)c1OC (stereo unspecified)	-0.3
CC1(C)CC2CC(C)(CN2c2nc(-c3ccc(Cl)cc3)cs2)C1 (stereo unspecified)	-0.1
CC(=O)N(c1ccccc1)C1CC(C)N(C(=O)c2cccs2)c2ccccc21 (stereo unspecified)	-1.6
Cc1nc(N)sc1-c1csc(Nc2ccc(Cl)cn2)n1	-14.2
COc1ccccc1CNC(=O)c1ccc2c(c1)NC(=O)C(N1CCCCC1)S2 (stereo unspecified)	-6.8
CC(C)Oc1ccc(C2N3CC4(C(C)C)CN2CC(C(C)C)(C3)C4=O)cc1 (stereo unspecified)	2.3
Cc1ccc(-n2c(=O)c3sccc3n(CC(=O)N3CCCC3)c2=O)cc1	-5.4&7.9
Cc1ccc(C)c(Nc2nc(NCC3CCCO3)c3ccccc3n2)c1 (stereo unspecified)	-2.4

Continued (2 carried over from the part before).
SMILES	14-3-3 PPI
Cc1ccc(-n2c(=O)c3sccc3n(CC(=O)N3CCCC3)c2=O)cc1	-5.4&7.9
Cc1ccc(C)c(Nc2nc(NCC3CCCO3)c3ccccc3n2)c1 (stereo unspecified)	-2.4
O=C(CSc1nc2ccsc2c(=O)n1Cc1ccc2c(c1)OCO2)N1CCN(c2ccccc2)CC1	-34.0
O=C(Nc1ccccn1)NC(C(F)(F)F)C(F)(F)F	-3.5
CC(=O)c1ccc(NC(=O)Cn2c(-c3cncs3)nc3ccccc32)cc1	-7.0
Cc1ccc(Cn2ccc(NC(=O)C3C4CCC(C4)C3C(=O)O)n2)cc1 (stereo unspecified)	-10.5
O=[N+]([O-])c1ccc2c(c1)C=C1CCCCC1(N1CCCC1)O2 (stereo unspecified)	-2.5
CCOc1ccc(C(=O)C[n+]2ccc(C(=O)NCc3ccccc3)cc2)cc1	-5.8
CCc1nc(Nc2ccc3nccnc3c2)c2oc3ccccc3c2n1	-15.6
COc1ccc(CCNC(=O)C2CCN(S(=O)(=O)c3cccc4nonc34)CC2)cc1OC	-10.5
COc1cccc(C(=O)Nc2ccc(Cl)c(-c3nc4cc(C)ccc4o3)c2)c1	-63.1
O=C(NC1CCCCCC1)C1CCN(c2nc3ccccc3o2)CC1	-1.2
CCN1C(=O)c2ccc(C(=O)Nc3cc(OC)c(OC)cc3C(=O)O)cc2C1=O	-45.9
CCOc1ccc(-c2cc(C(=O)NCc3ccccc3OC)c3ccccc3n2)cc1	-4.9
O=C(O)CCN1C(=O)C(=O)/C(=C(/O)c2ccc(Cl)cc2)C1c1ccccc1F (stereo unspecified)	-8.4
CC(C)Oc1ccc(CNCC2(O)CCOC(C)(C)C2)cc1 (stereo unspecified)	-3.2
CCOc1ccc2cc(C3CC(c4ccc(C)cc4)=NN3C(C)=O)c(Cl)nc2c1 (stereo unspecified)	-15.3
O=C(Cn1nnc(-c2ccccc2NC(=O)c2ccco2)n1)Nc1ccccc1	-6.3
COC(=O)C1C(=O)C2=C(CC1C)NC(C)=C(C(=O)OC(C)C)C2c1ccccc1F (stereo unspecified)	-4.5
COc1ccc(Cl)cc1NC(=O)c1cc(S(=O)(=O)N2CCc3ccccc32)ccc1F	-25.0
O=C(O)C1C2CCC(O2)C1C(=O)Nc1cnn(Cc2ccccc2)c1 (stereo unspecified)	-8.7
O=S(=O)(NCCSc1ccc(Cl)cc1)c1ccc(C2CCCCC2)cc1	-13.0
N#Cc1c(N)n(CCOC(=O)c2cccc(Br)c2)c2nc3ccccc3nc12	-13.2
Cc1ccc(C)c(S(=O)(=O)Nc2cc3c4c(oc3c3ccccc23)CCCC4=O)c1	-5.9
COc1ccc(Nc2cc(C(=O)NCc3ccccc3OC)c3ccccc3n2)c(OC)c1	-94.3
COc1ccc(C(=O)Nc2cc(=O)n(C)c(=O)n2C)cc1OC	-4.5
CC1=C(C(=O)OC(C)C)C(c2ccc(O)c([N+](=O)[O-])c2)n2ncnc2N1 (stereo unspecified)	-8.2
(next part)
SMILES	14-3-3 PPI
Cc1c(N=Cc2cc(C(C)(C)C)c(O)c(C(C)(C)C)c2)c(=O)n(-c2ccccc2)n1C	-1.8
COc1ccc(-n2nc(C(=O)Nc3cc(C)on3)c3ccccc3c2=O)c(OC)c1	-0.5
CCN(CC)C(=O)c1ccc2nc(NS(=O)(=O)c3ccc(C)cc3)sc2c1	-1.9
CCOC(=O)C1=C(C)NC(=O)NC1c1ccc(C)o1 (stereo unspecified)	-6.2
CC1=C(C(=O)OC2CCCCCCC2)C(c2ccccc2OC(C)C)NC(=O)N1 (stereo unspecified)	0.1
Cc1ccc(S(=O)(=O)N2CC(=O)Nc3ccccc32)cc1C	-1.0&14.4
O=C(OCCOc1ccc([N+](=O)[O-])cc1)c1ccc(Br)o1	-6.5
O=C(COC(=O)c1ccc(N2Cc3ccccc3C2)cc1)c1ccc(-c2ccccc2)cc1	-1.0
O=C(NCc1ccco1)C1CCN(c2nc3ccccc3n2Cc2ccc(F)cc2)CC1	-0.1
CCOC(=O)c1c(NC(=O)c2c(C)noc2C)sc2c1CCCCC2	-11.5
O=C(NCc1ccc2c(c1)OCO2)C1CC(=O)N(C2CCCCCCC2)C1 (stereo unspecified)	-5.8
CCc1ccc(-n2nc3ccc(NC(=O)c4cc(OC)c(OC)c(OC)c4)cc3n2)cc1	1.8
NC(=O)c1c(NC(=O)C2CC2c2ccccc2)sc2c1CCCC2 (stereo unspecified)	-16.6
CCOCCn1c(SCc2cccc(C)c2)nc2c1c(=O)[nH]c(=O)n2C	-3.4
COC(=O)c1c(NC(=O)c2cc(-c3ccc(C)o3)nc3ccccc23)sc2c1CCC(C)C2 (stereo unspecified)	-28.3
CCc1ccccc1NC1c2ccccc2C(=O)N1Cc1ccco1 (stereo unspecified)	-0.3
CCCC1CCC(C(=O)Nc2cc3cc(Br)ccc3oc2=O)CC1 (stereo unspecified)	-1.6
O=C1SC(c2ccccc2)=C/C1=C\N1CCCCC1	-5.0
Nn1c(SCC(=O)NC2CCCCC2)nnc1C1CC1	-6.3
NS(=O)(=O)c1ccc(CCNC(=O)c2ccc3c(=O)n(Cc4ccco4)c(=S)[nH]c3c2)cc1	-55.5
COc1ccccc1NC(=O)CNC(=O)Cn1c(C)cc2ccccc2c1=O	0.3
COc1ccccc1C(O)P(=O)(OC(C)C)c1ccc(N(C)C)cc1 (stereo unspecified)	3.6
COc1ccc(OC)c(NC(=O)Cn2cnc3c(cnn3-c3ccccc3)c2=O)c1	-3.5
CCOC(=O)c1ccc2c(c1)sc1nc(-c3cc4cc(OC)ccc4oc3=O)cn12	-9.5
N=P(N1CCOCC1)(N1CCOCC1)C12CC3CC(CC(C3)C1)C2	-5.6
Next section:
SMILES	14-3-3 PPI
Cc1ccc(S(=O)(=O)N2CC(O)CC2C(=O)Nc2ccc3c(c2)CCC3)cc1 (stereo unspecified)	-10.3
FC(F)(F)c1ccc(-c2noc(C(c3ccccc3)C3CCCC3)n2)cc1 (stereo unspecified)	-4.5
C=CCN1C(=O)CSC1=Nc1cccc(O)c1	-0.9
CCCC1NC(=S)N(C2CCCCC2)C1=O (stereo unspecified)	4.5
COc1ccccc1Oc1ccc(S(=O)(=O)N2CCOCC2)cc1S(=O)(=O)N1CCOCC1	-5.8
COc1ccc(NS(=O)(=O)c2ccc(NC(=O)C3CCCO3)cc2)cc1 (stereo unspecified)	-9.2
Cc1ccc(Cn2c(=S)[nH]c3c2c(=O)n(C)c(=O)n3C)cc1	10.2
C=CCn1c2ccccc2n2cc(-c3ccc(OC)cc3)nc12	-8.5
Cc1nc2sc(C(c3ccc(C(C)C)cc3)N3CCN(CCO)CC3)c(O)n2n1 (stereo unspecified)	-6.4
CCOC(=O)C1=C(C)N=C2SCCC(=O)N2C1c1ccc(OC(C)=O)c(OCC)c1 (stereo unspecified)	3.6
CN(C)CCNc1nc(-c2ccc([N+](=O)[O-])cc2)nc2ccccc12	-8.4
O=C1c2ccccc2-c2onc3c(N4CCCC4)cc(Nc4ccccc4)c1c23	-120.6
COc1cc(OC)cc(-c2nnc(SCC(=O)Nc3nc(-c4ccccc4)cs3)o2)c1	-8.3
CCC(=O)N1CCc2cc(Br)cc(S(=O)(=O)NCc3ccc4c(c3)OCO4)c21	-7.1
CN(Cc1ccccc1)S(=O)(=O)c1cc(C(=O)Nc2cccc(Cl)c2)ccc1F	-3.5
COc1cccc(C2=CC(c3cccc(OC)c3OC(F)F)n3nnnc3N2)c1 (stereo unspecified)	-5.9
COc1ccc(-n2cnc3cc(C(=O)NCCc4ccccc4)ccc32)cc1	-65.5
Cc1cc(NC(=O)C2CCN(S(=O)(=O)c3c(C)n[nH]c3C)CC2)ccc1Br	-4.8
O=c1c(-c2ccc(Cl)cc2)coc2c(CN3CCOCC3)c(O)ccc12	-5.1
O=C(CSc1nccn1-c1ccc([N+](=O)[O-])cc1)Nc1ccc(OC(F)(F)F)cc1	-1.6
CC(=O)Nc1ccc(NC(=O)C2(c3ccccc3)CCCC2)cc1	2.6
CCOC(=O)CN1C(=O)C(O)(CC(=O)c2ccc(OC)c([N+](=O)[O-])c2)c2ccccc21 (stereo unspecified)	-2.3
O=C(Nc1ccc(I)cc1)c1cccc([N+](=O)[O-])c1	-3.5
O=C(CSc1nnc(-c2ccccc2)o1)N1CCN(c2ccccc2)CC1	-2.9
Cn1c2c(c(=O)n(C)c1=O)C(c1ccc(OC(=O)c3ccc(Br)cc3)cc1)C1C(=O)c3ccccc3C1=N2 (stereo unspecified)	-57.3

Four of the entries above in order of the 14-3-3 PPI value, highest first.
molecule,14-3-3 PPI
Cc1ccc(Cn2c(=S)[nH]c3c2c(=O)n(C)c(=O)n3C)cc1,10.2
CCCC1NC(=S)N(C2CCCCC2)C1=O (stereo unspecified),4.5
COc1cc(OC)cc(-c2nnc(SCC(=O)Nc3nc(-c4ccccc4)cs3)o2)c1,-8.3
Cc1ccc(S(=O)(=O)N2CC(O)CC2C(=O)Nc2ccc3c(c2)CCC3)cc1 (stereo unspecified),-10.3

In the list so far, these have a COOH group.
SMILES	14-3-3 PPI
Cc1oc(CC(C)C)cc1C(=O)Nc1ccccc1C(=O)O	-4.4
Cc1ccc(Cn2ccc(NC(=O)C3C4CCC(C4)C3C(=O)O)n2)cc1 (stereo unspecified)	-10.5
CCN1C(=O)c2ccc(C(=O)Nc3cc(OC)c(OC)cc3C(=O)O)cc2C1=O	-45.9
O=C(O)CCN1C(=O)C(=O)/C(=C(/O)c2ccc(Cl)cc2)C1c1ccccc1F (stereo unspecified)	-8.4
O=C(O)C1C2CCC(O2)C1C(=O)Nc1cnn(Cc2ccccc2)c1 (stereo unspecified)	-8.7

Next part:
SMILES	14-3-3 PPI
CCOC(=O)CN1C(=O)NC2NC(=O)NC21 (stereo unspecified)	2.6&-0.2
CCn1c(-c2ccc(S(=O)(=O)N3CCOCC3)cc2)csc1=Nc1ccc(Oc2ccccc2)cc1	-5.3
CCCCN(CC)C(=O)c1cc2c(=O)[nH]c3ccccc3c2n1C	0.2
COc1ccc(C2C3C(=O)N(c4ccc(C)cc4)C(=O)C3N3CCCN23)cc1 (stereo unspecified)	-8.3
O=C1C(Nc2ccccc2)=C(n2nnc3ccccc32)C(=O)c2ccccc21	-4.4
Cn1cc(S(=O)(=O)N2CCN(Cc3ccccc3)CC2)c(=O)n(C)c1=O	4.6
Cc1cccc(NC(=O)CCNC(=O)Cn2ccc3ccccc3c2=O)n1	2.6
CC(=O)N1c2c(cc(Br)cc2S(=O)(=O)CCC(=O)NC2CCCC2)CC1C (stereo unspecified)	4.2
CCCOC(=O)C1=C(C)NC2=C(C(=O)C(C(=O)OC)C(C)C2)C1c1ccccc1[N+](=O)[O-] (stereo unspecified)	-4.5
O=C(Nc1ccc([N+](=O)[O-])cc1)c1cc2ccccc2o1	6.3
C=CCNc1nc(-c2cccc([N+](=O)[O-])c2)cs1	-4.0
O=C1NCCCC1C(=O)NCCN1C(=O)CCC1=O (stereo unspecified)	-0.6
O=C1CC(C2CCCO2)C(=O)N1c1cccc(C(F)(F)F)c1 (stereo unspecified)	1.0
COc1ccc(C(=O)NCc2nnc(SCC(=O)c3ccc(Cl)cc3)o2)cc1	-0.3
Cc1ccc(-c2ccc(=O)n(CC(=O)NCCCN3CCCCC3)n2)cc1	-6.8&-8.2
CCCCNc1nc2c(c(=O)n(C)c(=O)n2C)n1Cc1ccc(Br)cc1	-4.6
CC(=O)c1ccc(N2CCN(C(=O)C3CCC(CNS(=O)(=O)c4ccc(Br)s4)CC3)CC2)cc1 (stereo unspecified)	-7.9
Cc1ccc2c(C(=O)CN3CCSCC3)c(C)[nH]c2c1	-4.3
Cc1onc(-c2ccccc2Cl)c1C(=O)N1CCCCC1C(=O)O (stereo unspecified)	-2.0
CCN1CCN(C(=O)c2cc3sccc3n2CC(=O)c2ccccc2)CC1	2.0
CC(NS(=O)(=O)c1ccc2nc(-c3ccccc3)[nH]c2c1)c1ccccc1 (stereo unspecified)	-14.8
